core dimer inh: inhibitors of HCV core protein dimerization, primary screen, biochemical, TR-FRET, high-throughput; TR-FRET GST/Flag-core106 dimerization, 1536-well; inhibition, % at 5 µM; 300,000 compounds, 0.33% hits; AID 1899, 2009;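 active means inhibition above the mean of all tested compounds plus 3 SD, set per screening campaign, cut at about 45% in these data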
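Assay system – GST-tagged and Flag-tagged HCV core protein residues 1-106 · Quantity – core106 proteins, GST 13.5 nM and Flag 17 nM · Benchmarks – unlabelled core106 and no-GST-core106 wells · Read-out basis – percent inhibition of core106 dimerization signal · Detection – time-resolved FRET, ex 340 nm, em 617 and 671 nm · Schedule – 4 h at 22.5 °C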
PREPL inh: PREPL enzyme inhibitors, primary screen, biochemical, fluorescence polarization. Prolyl endopeptidase-like (Homo sapiens), Q4J6C6. recombinant PREPL, fluorescence polarization activity-based probe. inhibition, % at 5.96 µM. 320,000 compounds, 0.68% hits. AID 2751, 2010; in the data active means inhibition above about 43%;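 further: 0% = enzyme with DMSO and 100% = wells lacking enzyme; many of its hits are not listed in these tables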
TPT1 inhibitor: Candida albicans TPT1 enzyme inhibitors, primary screen, biochemical, fluorescence polarization. AID 1962, 2009. tRNA 2'-phosphotransferase TPT1 (Candida albicans SC5314). 300,000 compounds, 0.81% hits. recombinant caTPT1, FP RNA substrate dephosphorylation. inhibition, % at 5 µM;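 active means inhibition above the mean of all tested compounds plus 3 SD, set per screening campaign, cut at about 24% in these data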;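 further: plate controls were DMSO alone for no effect and ferristatin control at 100 nM for full effect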
PP1 counter: PP1-alpha phosphatase inhibitors, primary screen, counter-screen for PP5 inhibitor project, biochemical, fluorescence, OMFP substrate, single point; purified PP1alpha; Serine/threonine-protein phosphatase PP1-alpha catalytic subunit (Homo sapiens), P62136; inhibition, % at 6.7 µM; 320,000 compounds, 0.9% hits;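 active means inhibition above the mean inhibition of all tested compounds plus 3 SD, computed separately for each screening campaign, cut at about 15% in these data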
Target sequence (P62136 whole entry, looked up): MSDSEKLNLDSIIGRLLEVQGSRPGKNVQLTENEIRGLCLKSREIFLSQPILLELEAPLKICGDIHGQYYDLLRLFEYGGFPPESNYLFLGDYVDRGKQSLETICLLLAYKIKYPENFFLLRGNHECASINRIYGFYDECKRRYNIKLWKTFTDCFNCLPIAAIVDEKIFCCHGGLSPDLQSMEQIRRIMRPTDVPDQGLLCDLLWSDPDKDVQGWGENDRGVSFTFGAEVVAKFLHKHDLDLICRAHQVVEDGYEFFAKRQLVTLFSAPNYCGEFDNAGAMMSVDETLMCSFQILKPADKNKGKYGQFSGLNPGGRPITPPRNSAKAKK
PP5 inh: PP5 phosphatase inhibitors, primary screen, biochemical, fluorescence; Serine/threonine-protein phosphatase 5 (Homo sapiens), P53041; purified PP5c, OMFP substrate fluorescence; inhibition, % at 6.7 µM; 320,000 compounds, 0.18% hits; AID 1987, 2009;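 active means inhibition above the campaign's mean inhibition across all tested compounds plus 3 SD, cut at about 9.5% in these data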;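 further: 0% = DMSO only and 100% = 100 µM cantharidin control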
Target sequence (P53041 whole entry, looked up): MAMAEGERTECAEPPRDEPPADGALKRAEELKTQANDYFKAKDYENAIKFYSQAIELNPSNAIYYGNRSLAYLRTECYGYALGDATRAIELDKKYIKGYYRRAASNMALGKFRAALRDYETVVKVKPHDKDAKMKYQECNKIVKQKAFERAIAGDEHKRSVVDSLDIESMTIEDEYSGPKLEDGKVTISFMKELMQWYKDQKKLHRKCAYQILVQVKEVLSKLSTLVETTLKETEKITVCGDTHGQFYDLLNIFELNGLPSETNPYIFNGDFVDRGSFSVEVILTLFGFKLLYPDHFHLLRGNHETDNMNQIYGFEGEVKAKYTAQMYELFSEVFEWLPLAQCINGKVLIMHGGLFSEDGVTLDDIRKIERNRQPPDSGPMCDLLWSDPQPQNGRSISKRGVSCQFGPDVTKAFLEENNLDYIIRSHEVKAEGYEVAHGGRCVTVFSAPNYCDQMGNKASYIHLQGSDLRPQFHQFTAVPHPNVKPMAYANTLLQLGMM
LYPLA2 counter: LYPLA2 inhibitors, primary screen, counter-screen for PME1 inhibitor project, biochemical, fluorescence polarization, FP-Rh probe ABPP; recombinant LYPLA2; Acyl-protein thioesterase 2 (Homo sapiens), O95372; 320,000 compounds, 0.38% hits; inhibition, % at 5.9 µM;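 active means inhibition above the screen-wide mean plus 3 SD, limit set per campaign, cut at about 26% in these data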;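 further: 0% = LYPLA2 with DMSO and 100% = wells lacking LYPLA2 enzyme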
Target sequence (O95372 whole entry, looked up): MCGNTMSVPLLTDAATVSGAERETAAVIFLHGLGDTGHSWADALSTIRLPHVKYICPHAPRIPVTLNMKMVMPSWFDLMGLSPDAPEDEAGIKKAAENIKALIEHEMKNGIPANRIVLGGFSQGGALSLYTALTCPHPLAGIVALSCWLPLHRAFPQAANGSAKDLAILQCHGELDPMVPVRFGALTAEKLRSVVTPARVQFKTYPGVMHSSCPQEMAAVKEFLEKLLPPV
Fh CTSL1 inh: Fasciola hepatica cathepsin L1 inhibitors, primary screen, counter-screen for PFM18AAP inhibitor project, biochemical, QFRET, fluorogenic peptide substrate | AID 1906, 2009 | 300,000 compounds, 0.49% hits | inhibition, % at 5.96 µM | recombinant F. hepatica cathepsin L1, Z-Leu-Arg-MCA fluorescence;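 active means inhibition above the mean of all tested compounds plus 3 SD, set per screening campaign, cut at about 17% in these data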;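 further: 0% = plate median of test compound wells and 100% = 1 µM Z-Phe-Ala-diazomethylketone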
Efflux pump mplx: inhibitors of Candida efflux pumps in yeast, primary screen, S. cerevisiae, Nile Red, multiplex | S. cerevisiae Candida pump triplex | inhibition, % at 10 µM | 330,000 compounds, 0.44% hits;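 active means plate passing quality check with inhibition over a set limit, or well fluorescence over plate mean plus 4 SD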;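 further: Nile Red retained in pooled yeast measured as flow cytometry median fluorescence; 0% = buffer negative control and 100% = Enniatin B positive control; higher means more Nile Red kept so more efflux inhibition; some compounds called inactive have numbers as strong as hits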
GASC-1 inh: inhibitors of GASC-1 histone demethylase, primary screen, biochemical, fluorescence, DELFIA europium. inhibition, % at 2.35 µM. GST-JMJD2C(1-420) H3K9me3 demethylation. 330,000 compounds, 0.069% hits;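 active means more than half of a compound's replicate wells show inhibition beyond 50%, single wells judged on their own value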;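 further: signal counts dimethyl H3K9 product captured on neutravidin plate; 0% = median of DMSO wells and 100% = 0.3 times that DMSO median; strong numbers were not always called active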
Starred values were filed as active, the others as inactive; nt = no result given; & = joins results of further samples. A portion of the library; count on the stated rates, not on these rows.

SMILES	core dimer inh	PREPL inh	TPT1 inhibitor	PP1 counter	PP5 inh	LYPLA2 counter	Fh CTSL1 inh	Efflux pump mplx	GASC-1 inh
CCOC(=O)c1ccc(N2C(=O)CC(N3CCC(O)(c4ccc(Br)cc4)CC3)C2=O)cc1 (stereo not given)	1	23	3	1	1.5	14	1	0.1	-3
CCC1CCCCN1CCCNC(=O)Cn1cc2c(n1)-c1c(oc(C(=O)N3CCCC3)c1C)CC2 (stereo not given)	-3	8	-2	2	3.5	-7	-2	0.4	-19
Cc1ccc(C)n1Cc1ccc(C(=O)O)cc1	-47	5	20	18*	1.5	-7	-6	0.1	nt
O=C(CN1CCOCC1)NN=C(c1ccccc1)c1ccccc1	-1	8	-8	-2	-3.1	-4	-1	-0.1	1
Cc1cc(/C=N/NC(=O)C(O)(c2ccccc2)c2ccccc2)c(C)n1-c1ccccc1	37	-5	5	8	0.2	5	0	-0.1	1
O=C(CCn1c(=O)oc2ccccc21)NCCN1CCOCC1	-16	6	1	7	1.5	2	-1	0.0	2&11
COc1ccc(C2=NCCn3nc4cc(OC)ccc4c32)cc1	5	11	2	-2	0.8	-7	2	-0.1	3
Cc1cccc(C(=O)NNC(=O)c2ccccc2O)c1	-8	7	-1	2	2.1	-1	-3	-0.2	4
O=C(COC(=O)C1(c2ccccc2F)CCCC1)N1CCOCC1	-1	-1	-3	-1	0.1	-2	-3	-0.1	-3
Cc1cc(Cl)c(S(=O)(=O)NC2CCCCC2)cc1OCC(=O)Nc1nncs1	4	0	-3	2	2.5	3	-1	-0.3	2&7
O=C(Cc1ccc2c(c1)CCCC2)Nc1ccccc1Br	8	4	-2	4	4.0	5	6	0.0	-1
CCSC1=NCCN1C(=O)c1ccc(S(=O)(=O)N(C)C)cc1	-3	0	-2	-2	0.8	-1	0	-0.1	-6
C/C(=N\O)c1ccc(N2C(=O)C3CC=C(Cl)CC3C2=O)cc1 (stereo not given)	-1	9	2	0	4.3	8	1	-0.2	-11
CCN1CCN(C(=O)c2cc(COc3ccc(F)cc3F)on2)[C@@H](C)C1=O	-3	9	1	0	0.5	7	3	0.0	5
CCn1nc(C(=O)Nc2cc(Cl)ccc2-n2cncn2)c2ccccc2c1=O	0	15	3	-4	1.4	-4	-1	0.0	7
Clc1ccccc1CSC1=NCCN1	1	-3	-1	-2	-0.6	8	0	-0.1	4
CC(=O)c1c(C(C)=O)c(C)n(NC(=O)c2ccccc2O)c1C	-3	15	-2	1	1.3	1	2	-0.1	12
COc1ccc(CNC(=O)C(OC(=O)c2ccco2)c2ccc(OC)cc2)cc1 (stereo not given)	0	28	-9	0	2.6	-3	-46	-0.2	0
CC(=O)N1CCN(S(=O)(=O)c2ccc(C)cc2)C1C (stereo not given)	-4	-1	1	-6	0.3	-3	4	0.1	25
N#Cc1c(N)nc2c(c1-c1ccc3c(c1)OCO3)CCCCCC2	13	0	-2	-1	-0.3	11	0	0.1	4
Cc1ccc(C(=O)OCC(=O)N(C)C2CCS(=O)(=O)C2)cc1S(=O)(=O)N1CCCCC1 (stereo not given)	-7	19	2	-1	-0.4	5	-10	-0.1	22
Cc1cccc(N(Cc2cc3ccccc3[nH]c2=O)C(=O)c2ccco2)c1C	1	-6	-3	-3	2.7	3	-5	-0.1	-5
CCCOc1ccc(-c2c(C(=O)N/N=C/c3ccccc3)nnn2-c2nonc2N)cc1	9	-8	0	4	-1.7	5	6	0.1	-3
Cc1cccc(NC(=O)Nc2ccc3c(c2)CCC3)c1	-1	16	-3	0	3.1	3	3	-1.3	-26
COc1ccccc1CN(C)CC(=O)NC1CCCc2ccccc21 (stereo not given)	-5	5	-3	-2	1.6	7	-1	0.0	10

Reformatted bar-delimited: entries from further up
molecule | core dimer inh | PREPL inh | TPT1 inhibitor | PP1 counter | PP5 inh | LYPLA2 counter | Fh CTSL1 inh | Efflux pump mplx | GASC-1 inh
Cc1cccc(N(Cc2cc3ccccc3[nH]c2=O)C(=O)c2ccco2)c1C | 1 | -6 | -3 | -3 | 2.7 | 3 | -5 | -0.1 | -5
CCCOc1ccc(-c2c(C(=O)N/N=C/c3ccccc3)nnn2-c2nonc2N)cc1 | 9 | -8 | 0 | 4 | -1.7 | 5 | 6 | 0.1 | -3

Other compounds.
SMILES	core dimer inh	PREPL inh	TPT1 inhibitor	PP1 counter	PP5 inh	LYPLA2 counter	Fh CTSL1 inh	Efflux pump mplx	GASC-1 inh
COc1ccc(C(=O)NC(=S)Nc2cc3oc4ccccc4c3cc2OC)cc1	-10	9	-1	1	0.3	5	-5	-0.2	12
CCOc1ccc(C(C)(C)C)cc1S(=O)(=O)n1nc(C)cc1C	5	5	-4	-1	0.3	2	1	0.0	1
COc1ccc(-c2cc(C(F)(F)F)nc(SCC(=O)NCc3cnn(C)c3C)n2)cc1OC	-6	0	0	3	2.6	0	2	0.0	-2
COc1ccccc1-n1cnc2cc(C(=O)N3CCOCC3)ccc21	4	-1	1	-1	0.3	-1	1	-0.1	15
CCc1ccc(C(=O)N/N=C(\C)c2cccnc2)s1	-16	-1	6	4	1.2	-5	0	0.1	-5
O=C(CN1CCN(S(=O)(=O)c2ccc(Cl)s2)CC1)NCc1ccc(Cl)cc1	-3	-11	-2	2	3.1	-1	-4	-0.4	4
COc1ccc(C(=O)C2CCCN(C3Cc4ccccc4C3)C2)c(OC)c1 (stereo not given)	15	-1	0	-2	1.1	-1	2	-0.1	-4
CCCCN(C(=O)c1cc2ccccc2o1)c1c(N)n(CC(C)C)c(=O)[nH]c1=O	-8	-6	-2	-1	-0.6	2	0	-0.7	-1
O=C(Nn1c(-c2ccccc2)nc2ccccc2c1=O)c1ccc([N+](=O)[O-])cc1	-2	3	-2	0	1.8	1	2	-0.3	2
C#CCOCCOCCOCCNc1nc(N2CCN(C(=O)CCCCCCCCCCNC(=O)[C@H]([C@@H](C)CC)n3cc(CCCCN=C(N)N)nn3)CC2)nc(N2CCN(C(=O)CCCCCCCCCCNC(=O)[C@H](CCCN=C(N)N)n3cc(C[C@@H](C)CC)nn3)CC2)n1	12	69*	0	68*	9.8*	7	2	6.2*	48
COC(=O)c1ccccc1NC(=O)c1noc2c1CC(C(C)(C)C)CC2 (stereo not given)	3	4	-3	3	1.2	0	11	0.0	1
O=C(OCc1ccc(F)cc1Cl)c1ccccn1	2	10	0	-7	1.1	0	-4	0.1	-4
CCc1c(C)sc(NC(=O)CSc2nc3c(c(C(F)(F)F)n2)CCc2ccccc2-3)c1C#N	0	0	1	0	-0.6	-2	7	0.0	-14
CCOc1ccc(/C=C2\CCC(C3CCCC3)C2=O)cc1OC (stereo not given)	9	-8	2	-2	0.3	5	-3	-0.1	-4
FC(F)Oc1ccc(NC(=S)NCCc2ccccn2)cc1	-3	20	-6	-2	5.1	-3	4	-0.2	3
COc1ccc(C(=O)Nc2ccc3nc(N4CCN(C)CC4)cc(C)c3c2)c(OC)c1	0	48*	1	-1	1.0	2	1	-0.3	-5
CCCCn1c2c(c3ccccc31)CCc1nonc1-2	-7	1	3	2	-0.8	-3	2	-0.1	10
CCOC(=O)CNC(=O)CSc1ccc2nnc(-c3ccc(F)cc3)n2n1	-5	-20	1	-2	0.5	3	-1	0.2	-10
Cc1c(NC(=O)c2ccc(CN3CCc4ccccc4C3)cc2)c(=O)n(-c2ccccc2)n1C	-2	2	-1	-1	1.4	-6	0	-0.2	-27&1
O=S(=O)(c1ccc(Cl)s1)N1CCN(c2ncccn2)CC1	0	0	-3	-8	2.9	3	0	0.1	0
Cc1ccc2c(c1)N(CC(=O)Nc1c(C)cccc1C)C(=O)c1cccnc1O2	1	2	0	-1	0.4	-2	1	0.1	-1
CCC(=O)c1c[nH]c(C(=O)N2CCOCC2)c1	1	-2	1	1	1.1	2	-2	0.0	-1
O=C(O)c1cccc(NC(=O)c2cn(-c3ccccc3)nc2-c2ccncc2)c1	-4	-6	5	-4	2.2	-7	-3	0.0	9
O=[N+]([O-])c1cccc(CN2CCC(Cc3ccccc3)CC2)c1	9	11	-1	0	5.4	-7	0	-0.1	-7
CCCNC(=O)c1nc(C)n(-c2cc(Cl)cc(Cl)c2)n1	8	16	0	1	0.0	-8	-4	0.3	-10

Record cards, as listed above. Order of screens: core dimer inh | PREPL inh | TPT1 inhibitor | PP1 counter | PP5 inh | LYPLA2 counter | Fh CTSL1 inh | Efflux pump mplx | GASC-1 inh
Listed for `COc1ccccc1-n1cnc2cc(C(=O)N3CCOCC3)ccc21` → 4 | -1 | 1 | -1 | 0.3 | -1 | 1 | -0.1 | 15
Listed for `CCCNC(=O)c1nc(C)n(-c2cc(Cl)cc(Cl)c2)n1` → 8 | 16 | 0 | 1 | 0.0 | -8 | -4 | 0.3 | -10
Listed for `CCCCN(C(=O)c1cc2ccccc2o1)c1c(N)n(CC(C)C)c(=O)[nH]c1=O` → -8 | -6 | -2 | -1 | -0.6 | 2 | 0 | -0.7 | -1
Listed for `COc1ccc(C(=O)C2CCCN(C3Cc4ccccc4C3)C2)c(OC)c1` (stereo not given) → 15 | -1 | 0 | -2 | 1.1 | -1 | 2 | -0.1 | -4
Listed for `CCc1ccc(C(=O)N/N=C(\C)c2cccnc2)s1` → -16 | -1 | 6 | 4 | 1.2 | -5 | 0 | 0.1 | -5

Later entries
SMILES	core dimer inh	PREPL inh	TPT1 inhibitor	PP1 counter	PP5 inh	LYPLA2 counter	Fh CTSL1 inh	Efflux pump mplx	GASC-1 inh
COC(=O)Cc1cc(=O)n2[nH]c(C)c(-c3ccccc3)c2n1	-7	15	-3	5	-1.1	13	3	-0.1	3
Cc1cccc(NC(=S)N2CCC(N(C)CC3CCCO3)CC2)c1C (stereo not given)	-2	2	0	-2	-1.4	-3	2	-0.2	-2
CCOC(=O)c1c(C)c(-c2ccccc2)n(CC(=O)N2CCN(C)CC2)c1C	0	5	-2	4	-0.8	-10	3	0.0	8
COc1ccc(CNC(=O)CN(C(=O)c2csnn2)c2ccc(C(C)=O)cc2)cc1	14	8	-4	0	1.4	3	5	-0.1	2
COc1ccc(/C=C(/NC(=O)c2ccccc2)C(=O)NC2CCS(=O)(=O)C2)cc1 (stereo not given)	5	-2	1	3	1.2	-2	-1	0.0	-4
CCn1ncc([N+](=O)[O-])c1C(=O)Nc1nc2cccc(C)c2s1	-10	16	-3	0	3.1	-4	-1	-0.1	-1

Among those listed so far, two have a cyano group.
SMILES	core dimer inh	PREPL inh	TPT1 inhibitor	PP1 counter	PP5 inh	LYPLA2 counter	Fh CTSL1 inh	Efflux pump mplx	GASC-1 inh
N#Cc1c(N)nc2c(c1-c1ccc3c(c1)OCO3)CCCCCC2	13	0	-2	-1	-0.3	11	0	0.1	4
CCc1c(C)sc(NC(=O)CSc2nc3c(c(C(F)(F)F)n2)CCc2ccccc2-3)c1C#N	0	0	1	0	-0.6	-2	7	0.0	-14

Screens as filed in PubChem BioAssay.
